a7 integrin act = activates integrin-mediated alleviation for muscular dystrophy | alpha7betagal myoblasts, beta-gal FDG fluorescence, 48 h | Potency, µM (highest dose often 38.3 µM), inactives show at the top dose activation, actives largely listed as activators | 350,000 compounds, 0.064% hits | AID 624291;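 note: potency is the fitted concentration of half-maximal effect; 100% = response of the positive control SU9516; nearly all actives have a fitted effect of over 60% in size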
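Alpha7betagal+/- myoblasts (passage 13) were plated 16-24 hr, then exposed to compounds (1:260 dilution of DMSO stock) for 48 hours at 37C. After MPER lysis, β-galactosidase reporter activity was read as FDG fluorescence (ex 480/em 540) after 30 minutes.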
TCR activator = activators of T cell receptors; primary human leukocytes, anti-CD3, IL-2 HTRF, 48 h; Potency, µM (top dose mostly 9.22 µM), inactives show at the highest dose activation of IL-2 secretion, actives largely listed as activators; 330,000 tested, under 10 active; note: % of control where 0% means no effect
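HTRF read-out of IL-2 secretion: europium cryptate donor excited at 320nm, d2 acceptor emission at 665nm. Cells were primary human leukocytes incubated 48 hr with compounds and a-CD3 beads, supplying TCR signal only.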
TSHR antagonist = blocks TSH signaling through the human TSH receptor | P16473 | TSHR-expressing cells, TSH-stimulated cAMP HTRF, 2 h; stronger effect = lower value | activity change, negative = inhibition, % at 11.5 µM | 330,000 compounds, 0.2% hits;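 active = activity change below a set negative limit, meaning inhibition stronger than a set level, cut at about -70% in these data; inconclusive = activity change between two set negative limits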; note: % is set by controls: 0 for no effect and ±100 for the full control effect
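TSHR-expressing cells were treated with compounds, then stimulated with TSH at EC80 (4nM final) for 2 hours at 37 deg C. Cellular cAMP was measured by HTRF competition between lysate cAMP and cAMP-d2 for a cryptate-labelled anti-cAMP antibody.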
MBNL1-CUG inh = inhibitors of human MBNL1 binding to CUG repeat RNA | Q9NR56 | TR-FRET MBNL1-His/biotin-(CUG)12 binding, 665/545 ratio | Potency, µM (titrated, usually from 57.5 µM), for inactives: at the top dose activity change, negative = inhibition, most hits filed as inhibitors | 280,000 compounds, 0.036% hits; active = well fitted inhibition curve with a large enough effect in the signal ratio, with a control signal flat, not every such curve was filed as active; inconclusive = small, poorly fitted or top-dose-only effect, or effect the other way, or a change in a side signal; inactive = no such curve, though single readings can be large or run the other way; the % refers to the signal ratio; note: potency is the fitted concentration of half-maximal effect; % is set by controls: 0 for no effect and ±100 for the full control effect
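Compound titration spanned 92 nM–58 uM against the MBNL1-His/biotin-(CUG)12 complex. After 60 min at room temperature with 5 nM streptavidin-XL665 and 0.055 ng/ul terbium anti-His, ratiometric 665/545 nm emission (Ex 340 nm) normalized to controls.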
A-T KAP1 phos = candidate therapy for ataxia-telangiectasia; Potency, µM (doses to about 57.5 µM), for the others: at the top dose activation, most hits filed as activators; […] A-T fibroblasts, KAP-1 phosphorylation AlphaLISA; neocarzinostatin DNA damage 30 min before lysis; 320,000 compounds, 0.19% hits; AID 485349; note: potency is the fitted concentration of half-maximal effect; % of control where 0% means no effect; nearly all actives have a fitted effect of over 45% in size
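hTERT-immortalized A-T patient fibroblasts ([…]), 500 cells/well in OPTI-MEM, 1% FBS, got compounds for 60 min, then NCS for 30 min at 37C. Lysates were then assayed for phospho-KAP-1 by AlphaLISA (anti-pKAP1 donor, anti-KAP1 acceptor beads), 6 hr at 25C.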
MLL CXXC-DNA inh = blocks binding of human MLL CXXC domain to DNA. Q03164. MLL-CXXC / FITC-HOXA9 DNA fluorescence polarization. Potency, µM (titrated, usually from 115 µM), for the others: at the top dose activity change, negative = inhibition, most hits filed as inhibitors. 290,000 compounds, 0.037% hits. AID 2662; active = well fitted inhibition curve with a large enough effect in the polarisation, with a control signal flat, not every such curve was filed as active; inconclusive = small, poorly fitted or top-dose-only effect, or effect the other way, or a change in a side signal; inactive = no such curve, though single readings can be large or run the other way; the % refers to the polarisation; note: potency is the fitted concentration of half-maximal effect
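Fluorescence polarization: 7 uM MLL-CXXC (stock) preincubated 5 min with compounds, then 50 nM fluorescein-HOX-A9 DNA (stock) added; 30 min ambient. Buffer 50 mM Tris-HCl pH 7.5, 50 mM NaCl, 1 mM DTT, 0.05% BSA.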
Mito fusion yeast = inhibitors of mitochondrial division or activators of mitochondrial fusion | S. cerevisiae fusion-defective mutant growth rescue, CellTiterGlo 48 h | Potency, µM (series often up to 46.1 µM), inactives show at the top dose growth rescue (activation), usual class: activators | 320,000 compounds, 0.23% hits | AID 485298;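 note: potency is the fitted concentration of half-maximal effect; % of control where 0% means no effect; nearly all actives have a fitted effect of over 45% in size; temperature-sensitive fusion mutants such as fzo1-1 at 37 °C on non-fermentable ethanol glycerol medium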
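Temperature-sensitive fusion-defective S. cerevisiae (e.g. fzo1-1, mgm1-5) were grown with compound in YPEG medium (3% ethanol, 3% glycerol) for 48 hours at 37C. Growth rescue was measured as viability by CellTiterGlo luminescence after 10 minutes at ambient.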
PTAP TSG101 blk = blocks PTAP/TSG101 interaction to inhibit HIV-1 budding; Q99816; AID 493005; Fluorescence polarization, FITC-PTAP peptide / Tsg101 binding; Potency, µM (titrated, usually from 115 µM), for inactives: top-dose activity change, negative = inhibition, most hits filed as inhibitors; 340,000 tested, under 10 active; active = well fitted inhibition curve with a large enough effect in the main read-out, with a control signal flat, not every such curve was filed as active; inconclusive = small, poorly fitted or top-dose-only effect, or effect the other way, or a change in a side signal; inactive = no such curve, though single readings can be large or run the other way; note: potency is the fitted concentration of half-maximal effect; % of control where 0% means no effect
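Fluorescence anisotropy tracks displacement of a FITC-tagged PTAP peptide (50 nM) from the Tsg101 binding domain (10 uM), following a 20 min room-temperature incubation at pH 7.5.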
Menin-MLL TR inh = inhibitors of human menin-MLL interaction, mutant MLL peptide. O00255. Menin + Texas Red MLL mutant peptide, fluorescence polarization. 270,000 compounds, 0.23% hits. AID 1768. Potency, µM (top dose mostly 61.6 µM), for the others: at the top dose FP activity change, negative = inhibition, actives largely listed as inhibitors; active = well fitted inhibition curve with a large enough effect in the polarisation, with a control signal flat, not every such curve was filed as active; inconclusive = small, poorly fitted or top-dose-only effect, or effect the other way, or a change in a side signal; inactive = no such curve, though single readings can be large or run the other way; the % refers to the polarisation; note: potency is the fitted concentration of half-maximal effect; % of control where 0% means no effect; many of its hits are not listed in these tables
ASM inhibitor = human S-ASM enzyme inhibition; P17405; placental ASM, HMU-PC fluorogenic substrate, 60 min; Potency, µM (series often up to 57.5 µM), without a hit: at the highest dose activity change, negative = inhibition, hits mostly inhibitors; 340,000 compounds, 0.006% hits; AID 504937; note: potency is the fitted concentration of half-maximal effect
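Fluorogenic HMU-PC substrate (9 uM final) is turned over by placental ASM in 60 min at 37 C after a 10 min compound preincubation. Reaction ended by alkaline stop (pH 10), with fluorescence read at 386/447 nm.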
Starred values were filed as active, the others as inactive; i = inactive; ? = inconclusive; · = not tested or not shown; [ ] = another dose, or the depositor's remark. Unless noted, calls come from the whole dose curve; as a rule, active = well fitted curve in the direction sought with a large enough effect; inconclusive = small, poorly fitted or top-dose-only effect, or another doubt; inactive = no such curve, though single readings can be large; an effect the other way counts as inactive or inconclusive. Some of the compounds tested (hit frequency here may not be typical).

SMILES	a7 integrin act	TCR activator	TSHR antagonist	MBNL1-CUG inh	A-T KAP1 phos	MLL CXXC-DNA inh	Mito fusion yeast	PTAP TSG101 blk	Menin-MLL TR inh	ASM inhibitor
O=C(O)c1ccc2c(c1)C(=O)N(c1cccc(C(=O)/C=C/c3ccccc3)c1)C2=O	10%	-1%	35	?	27%	?	0%	-4%	?	-15%
O=C(CCn1c(=S)[nH]c2ccccc2c1=O)NCCc1ccccc1	13%	2%	-14	26%	2%	30%	2%	-1%	?	-1%
COc1ccc(CNC(=O)c2cccc(N(C)C)c2)cc1	-10%	1%	-3	3%	-4%	1%	1%	-4%	-4%	12%
O=C(CCN1CCCCC1=O)NC1CCCN(Cc2ccc(Cl)cc2)C1 (configuration not stated)	-20%	-2%	-1	-2%	-9%	0%	-4%	·	·	1%
CC(NC(=O)COC(=O)c1ccc(N2CCCC2=O)cc1)c1ccc(F)cc1 (configuration not stated)	-4%	·	-6	·	7%	·	·	0%	·	0%
COc1cccc(N2CCN(C(=O)c3cccnc3)CC2)c1	-3%	1%	8	-2%	3%	-8%	12%	-1%	-9%	4%
CC1CCN(c2nc(-c3ccccc3)c(C#N)c(=O)[nH]2)CC1	4%	5%	3	4%	0%	-15%	-3%	-12%	10%	25%
CCCNC(=O)C1CC(c2ccc(C(F)(F)F)cc2)=NO1 (configuration not stated)	-4%	-28%	9	-4%	10%	0%	-8%	-2%	·	4%
NS(=O)(=O)c1cccc(NC(=O)COC(=O)c2cc([N+](=O)[O-])ccc2N2CCCC2)c1	5%	-3%[46.1 µM]	-5	·	11%	·	·	1%	·	-9%
CC[n+]1c(/C=C/Nc2ccccc2)sc2ccccc21	-42%[inhibitor]	2%	11	5%	-2%	-11%	-1%	-5%	?	5%
Cc1nc2ccccc2c(=O)n1N	-14%	6%	-4	-3%	6%	-1%	-3%	-9%	-6%	5%
O=C(NCCc1ccccn1)c1cccnc1Oc1ccc(Cl)cc1	-26%	-2%	-6	-5%	2%	6%	-1%	1%	·	0%
COc1cc(-c2c(C#N)c(N)nc3c2c(C)nn3-c2ccc(C)c(C)c2)cc(OC)c1OC	10%	-5%	2	?	7%	4%	?	2%	8%	6%
Cc1c(C(=O)N2CCCC2)sc(NC(=O)c2cccs2)c1C#N	-21%	-5%	11	-1%	-3%	-1%	2%	1%	13%	-1%
CC1CC2(CC(C)(C(=O)CSc3n[nH]c(-c4ccccc4Cl)n3)OC2=O)C(=O)O1 (configuration not stated)	14%	·	11	-12%	-4%	-6%	1%	-5%	-15%	2%
FC(F)(F)c1ccccc1NC(=S)N1CCc2ccccc2C1	0%	-4%	-10	-1%	0%	25%	-3%	-5%	13%	-1%
Cc1ccc(C)c(-c2csc(Nc3ncccn3)n2)c1	13%	-4%	29	-3%	3.2µM*	-8%	8%	-4%	?	4%
Cc1cc(=O)oc2c(CN3CC(C)OC(C)C3)c(O)c(Cl)cc12 (configuration not stated)	-8%	-4%	1	9%	7%	-18%	2%	-8%	-1%	i
COc1cc(/C=C2\SC(=S)N(NC(=O)c3ccncc3)C2=O)ccc1O	?	0%	-11	?	-11%	?	2%	13%	·	?
CC(C)N(CCCNC(=O)Cn1c(=O)c2cccn2c2ccccc21)Cc1ccccc1	-28%	-3%	12	1%	4%	1%	1%	1%	·	2%
CC(=O)c1c(C)[nH]c(C(=O)OCC(=O)Nc2cc(S(=O)(=O)N3CCCCC3)ccc2C)c1C	-5%	0%[46.1 µM]	-1	-3%	-3%	?	-3%	-8%	-2%	0%
COc1ccc(C2C(C(=O)NCc3ccccc3)=C(C)Nc3ncnn32)cc1OC (configuration not stated)	1%	2%	-2	-3%	-2%	1%	-1%	-2%	3%	15%
O=C(CCN=C1NS(=O)(=O)c2ccccc21)OCC(=O)c1ccc(F)cc1	-1%	10%	-8	·	2%	·	0%	-5%	·	0%
CC(C)(C)c1cc(NC(=O)c2ccco2)no1	5%	-6%	-1	-4%	7%	2%	0%	-3%	·	1%
O=C1CNC(=S)N1C(CO)c1ccccc1 (configuration not stated)	4%	-1%	8	-3%	9%	71%[activator]	-4%	-1%	?	1%
Cc1ccc(-c2[nH][nH]c(=O)c(=O)c2N=Nc2ccccc2)cc1	0%	-4%	-6	-15%	-11%	-8%	-5%	-6%	·	-3%
COc1ccc(CCNC(=O)c2cnc3scc(C)n3c2=O)cc1OC	-8%	1%[46.1 µM]	-36	-24%	11%	-4%	0%	0%	-16%	1%
COc1ccc(/C=C2\SC(=NCc3ccccc3)N(Cc3ccccc3)C2=O)cc1OC	-21%	7%	9	7%	1%	1%	-4%	0%	-4%	5%
Fc1cccc(Cc2noc(CN3CCSCC3)n2)c1	-11%	·	-7	0%	5%	2%	4%	2%	9%	0%
Cc1cc(C(=O)Cn2nnc3ccccc3c2=O)c(C)n1Cc1cccs1	-66%[inhibitor]	17%	-4	?	4%	21%	27%	0%	10%	-8%
CC(C)CCN1NC2(CCCC(C)C2)NC1=S (configuration not stated)	-20%	2%	3	-6%	4%	36%[activator]	-6%	-9%	·	0%
O=C(CSc1nc2cc(Cl)c(Cl)cc2[nH]1)c1ccc2c(c1)OCO2	-2%	1%	-45	7%	-1%	10%	0%	1%	·	-7%
COc1ccc(N2CC(C(=O)NCc3cccnc3)CC2=O)cc1 (configuration not stated)	12%	2%	20	-6%	18%	-1%	0%	0%	-2%	1%
CCOC(=O)c1ccc(NC(=O)N2CCN(S(C)(=O)=O)CC2)cc1	13%	·	-1	-5%	0%	5%	-12%	·	15%	-3%
COc1cccc(OCC(O)CN2C(C)CCCC2C)c1 (configuration not stated)	15%	2%	-4	-5%	-14%	-3%	-4%	-8%	3%	8%
N#CCSc1nnc(C2CCCCC2)n1-c1ccccc1	-18%	·	-1	0%	2%	-9%	-6%	-4%	1%	-2%
O=[N+]([O-])c1cccc(/C=N\N2CCN(c3ccc(Cl)cc3)CC2)c1	15%	1%[46.1 µM]	12	7%	0%	2%	0%	4%	4%	-2%
COc1ccc(-c2oc(/N=C/N3CCCC3)c(C#N)c2-c2ccc(OC)cc2)cc1	-36%	-3%	-8	2%	9%	-11%	4%	-5%	16%	-24%
O=C(O)CN1C(=O)/C(=C\c2cn(-c3ccccc3)nc2-c2ccccc2)SC1=S	28%	0%	-9	3%	-11%	6%	4%	-12%	?	31%[activator]
Cc1cc2ncc(S(=O)(=O)c3ccccc3)c(N)n2n1	11%	·	3	-9%	2%	-10%	-3%	-1%	-10%	3%
Cc1cc(C(C)(C)C)ccc1OCCn1ccnc1	-29%	9%	5	9%	·	48%[activator]	5%	-7%	3%	5%
CCOc1c(Cl)cc(CNCc2ccccn2)cc1OC	16%	1%	-1	-8%	-6%	37%[activator]	3%	0%	-16%	-1%
COc1cc([N+](=O)[O-])ccc1NC(=O)c1cccc(NC(=O)C(C)C)c1	17%	3%	-5	?	4%	34%[activator]	-6%	-2%	43%[activator]	-4%
COc1ccc(Cc2nnc(NC(=O)c3cc(OC)cc(OC)c3)s2)cc1	19%	-19%	-3	-6%	-2%	-2%	-4%	3%	59%[activator]	-14%
O=C(Nc1ccc([N+](=O)[O-])cn1)c1ccc2c(c1)OCO2	3%	-7%	2	37%[activator]	0%	4%	7%	0%	14%	-4%
N#Cc1c(N2CCOCC2)nc(N)c2c(N)nc3c(c12)CC(CCl)O3 (configuration not stated)	-24%	2%	0	·	8%	2%	6%	-3%	·	179%[activator]
COc1ccc(N2CCOCC2)c(NC(=O)c2ccco2)c1	14%	-4%	9	-2%	10%	4%	11%	-9%	3%	-3%
O=C1N=C(C=c2ccc(=Cc3[nH]c(=O)[nH]c3O)cc2)C(=O)N1	·	·	-4	?	-7%	-11%	-4%	·	47%[activator]	·
COc1ccccc1NS(=O)(=O)c1cc(NC(=O)Nc2ccc(Cl)cc2Cl)ccc1N1CCCCC1	2%	-3%[46.1 µM]	0	-1%	10%	5%	-4%	-1%	·	-3%
CCc1ccc(C2=NN(C(C)=O)C(c3ccco3)C2)cc1 (configuration not stated)	9%	-2%	2	3%	2%	9%	-7%	-5%	?	-1%
CCOC(=O)c1[nH]c(C)c(C(=O)Nc2ccccc2F)c1C	12%	11%[46.1 µM]	0	-2%	0%	-4%	7%	1%	-6%	-1%

Screening results deposited in PubChem BioAssay by National Center for Advancing Translational Sciences (NCATS).
